Bioassay records (PubChem BioAssay)
Growth percent in the NCI-60 one-dose screen (48 h, 10 µM unless noted): 100 = growth as untreated, 0 = no growth, -100 = all killed.
SF-539 = SF-539 CNS cancer; 81,000 compounds, 6.8% hits
U251 = U251 CNS tumor cells. 80,000 compounds, 5.4% hits
HCC-2998 = HCC-2998 colon cancer; 79,000 compounds, 4.7% hits
SNB-19 = SNB-19 CNS cancer cells; 81,000 compounds, 2.5% hits
SNB-75 = SNB-75 CNS cancer; 79,000 compounds, 5% hits; AID 1794750
SF-268 = SF-268 CNS cancer cells. 82,000 compounds, 3.1% hits. AID 1794759
KM12 = KM12 colon cancer cells; AID 1794800; 82,000 compounds, 5% hits
HCT-116 = HCT-116 colon cancer; 82,000 compounds, 7.3% hits
SF-295 = SF-295 CNS cancer cells | 79,000 compounds, 5.6% hits
* marks the source's active call; other numbers are inactive results; i = inactive; . = not tested or not shown. How the source made its calls: active means growth percent below 10; inactive means the rest.

SMILES	SF-539	U251	HCC-2998	SNB-19	SNB-75	SF-268	KM12	HCT-116	SF-295
O=S(=O)(O)c1ccc(N=Nc2ccnc3ccccc23)cc1	98	77	95	109	56	96	103	83	100
CC(=O)c1ccc(Nc2nc(SCCC(C)C)nc(-c3ccc(F)cc3)c2C#N)cc1	16	2.1*	83	20	52	53	82	22	12
COc1ccc(COc2ccc(/C=C3\C(=O)Nc4ccccc43)cc2OC)cc1	96	109	102	97	97	103	104	108	103
CSCC(C(=O)NCc1ccc(Cl)cc1Cl)N1C(=O)C2CCCCC2C1=O (centres undefined)	111	98	99	85	92	96	102	92	82
CC(C)C[C@H](NC(=O)[C@@H]1CSSC[C@@H]2NC(=O)[C@H](CC(C)C)NC(=O)[C@H](CCC(=O)O)NC(=O)[C@@H](NC(=O)[C@H](CC(=O)O)NC(=O)[C@H](CC(=O)O)NC(=O)[C@@H](N)CC(N)=O)CSSC[C@H](NC(=O)[C@H](C)NC(=O)[C@H](C(C)C)NC(=O)[C@H](CC(N)=O)NC(=O)[C@H](C(C)C)NC2=O)C(=O)N[C@@H]([C@@H](C)O)C(=O)NCC(=O)N1)C(=O)O	104	94	102	107	109	105	99	80	108
CCOC(=O)c1nn(C2CCCCO2)c2ccc(NC(=O)CN3CCN=C3Cc3cccc4ccccc34)cc12 (centres undefined)	94	93	109	91	61	86	104	94	102
COC(=O)CCC(NS(=O)(=O)/N=C1\NC(=O)NC1=C(Cl)Cl)C(=O)OC (centres undefined)	101	118	110	98	95	102	110	101	104
O=c1[nH]c2ccccc2c(O)c1/C=N/Nc1nc(-c2ccccc2)cs1	76	45	74	73	.	69	69	43	69
O=C(CN1C(=O)S/C(=C\c2ccccc2)C1=O)Nc1ccc(C(=O)/C=C/c2cc3ccccc3nc2Cl)cc1	91	93	98	86	.	82	88	-64*	81
CC1=CCC(OC(O)CCC(O)(C(=O)OC2(C)C=CC(O)(C(C)C)CC2)C(C)C)(C(C)C)CC1 (centres undefined)	101	101	108	102	102	101	116	104	95
Cc1cccc(C(O)c2cnc(C)n2Cc2ccccc2)c1 (centres undefined)	111	94	92	100	130	121	117	102	88
O=C(O)CCCN1C(=O)/C(=C/c2cn(-c3ccccc3)nc2-c2cccc([N+](=O)[O-])c2)SC1=S	54	36	67	53	92	47	45	45	51
O=C1Nc2c(ccc(Cl)c2Cl)/C1=C/c1ccc([N+](=O)[O-])cc1	95	92	108	81	96	93	110	77	77
CCn1c(SCC(=O)Nc2cccc(C(=O)/C=C/c3ccc(C)cc3C)c2)nc2ccccc2c1=O	95	102	97	78	.	94	97	44	99
O=c1cc(-c2ccco2)oc2ccccc12	106	105	103	95	90	116	127	105	97
O=C(O)c1cccc(=O)o1	105	97	108	109	80	106	106	103	101
CC(=O)OCc1ccc(C)cc1	105	92	91	106	98	99	108	102	100
O=C(Cn1cc(CN2C(=O)c3ccc([N+](=O)[O-])cc3C2=O)nn1)Nc1ccc(F)cc1	96	104	101	103	98	99	103	107	109
O=C(NCCNc1nccc(Nc2ccc(S(=O)(=O)Nc3ccccn3)cc2)n1)c1cccs1	101	98	110	101	108	102	104	73	108
O=C1OC(c2cccs2)Sc2ccccc21 (centres undefined)	97	.	104	97	77	107	106	96	93

Sorted by molecular weight (lowest first): 3 of the compounds above.
SMILES	SF-539	U251	HCC-2998	SNB-19	SNB-75	SF-268	KM12	HCT-116	SF-295
O=C(O)c1cccc(=O)o1	105	97	108	109	80	106	106	103	101
CSCC(C(=O)NCc1ccc(Cl)cc1Cl)N1C(=O)C2CCCCC2C1=O (centres undefined)	111	98	99	85	92	96	102	92	82
O=C(NCCNc1nccc(Nc2ccc(S(=O)(=O)Nc3ccccn3)cc2)n1)c1cccs1	101	98	110	101	108	102	104	73	108

(next part)
SMILES	SF-539	U251	HCC-2998	SNB-19	SNB-75	SF-268	KM12	HCT-116	SF-295
CC(=O)N1C(=O)/C(=N\N=C\c2cccs2)c2cc(F)ccc21	97	.	100	97	60	99	101	100	104
CNC(=O)c1cc(Oc2ccc3nc(NC(=O)c4ccc(C)c(C(F)(F)F)c4)sc3c2)ccn1	64	75	112	84	71	87	84	44	59
Cn1cc2c(c1-c1ccccc1)CCc1cncnc1-2	104	106	107	106	108	102	110	103	105
COc1ccc(-c2n[nH]c(=S)n2-c2cccnc2)cc1	104	97	120	98	97	104	98	103	95
C#CCCCCCCC[C@@H]1OC(=O)[C@H]([C@@H](C)CC)NC(=O)[C@@H]([C@@H](C)CC)NC(=O)CC(=O)[C@@H]1C	96	105	109	98	81	95	105	95	99
COc1ccc(NC(=O)Cn2cc(CN3C(=O)c4ccc([N+](=O)[O-])cc4C3=O)nn2)cc1	100	100	102	94	74	109	106	109	113
CC(=O)/C(=C/c1cccc(Cl)c1)C(=O)c1ccccc1	105	.	100	94	85	79	55	42	96
C=CCN1C(=O)c2cccc3c(NC(=O)CN4CCCC4)ccc(c23)C1=O	98	89	.	94	68	84	87	102	88
CC(=O)[C@@]12O[C@](C)(c3ccccc3)O[C@@H]1CC1C3CCC4=CC(=O)CC[C@]4(C)C3CC[C@@]12C (some centres undefined)	92	72	79	85	80	77	71	48	44
O=c1c(F)cn(Cc2ccccc2CCl)c(=O)n1Cc1ccccc1CCl	-24*	-72*	.	-23*	-5.7*	-16*	-16*	-57*	-62*
CCCCN(C(=O)CC)c1ccccc1	100	98	112	100	90	99	102	100	100
Cc1c(-n2nnc(-c3nc4ccccc4s3)c2N)c(=O)n(-c2ccccc2)n1C	92	101	95	100	83	100	106	103	103
O=S(=O)(c1ccccc1)n1ccc(-c2ccc3c(c2)CCO3)n1	87	74	91	83	76	93	92	89	83
CC1(C)NC(=S)NC1=O	111	98	112	.	90	111	108	102	96
O=c1c2cc(F)ccc2sc2c(NCCCN3CCCC3)nc3ccccc3c12	65	33	22	54	21	48	28	24	55
O=C(c1cc2ccccc2o1)c1ccc(Cl)cc1Cl	98	97	108	97	89	102	103	103	98
O=C(N/N=C/c1ccc2c(c1)OCO2)c1ccccc1	94	93	107	99	94	107	86	96	89
O=[N+]([O-])c1cc(C(F)(F)F)ccc1Sc1ccc(C(F)(F)F)cc1[N+](=O)[O-]	61	84	99	91	86	63	66	11	106
Cc1ccc(S(=O)(=O)Oc2ccccc2C)cc1	94	96	91	110	101	100	76	103	93
CC(=O)O[C@@H]1CCN2C(=O)Nc3cc(C(F)(F)F)ccc3[C@@H]2C1	86	99	101	108	88	112	109	97	99
COC1=CC(C)C2CC3OC(O)CC4C(C)=C(OC)C(=O)C(C2(C)C1=O)C34C (centres undefined)	112	109	95	112	101	111	104	119	90
OC(c1cc(C23CC4CC(CC(C4)C2)C3)nc2c(Cl)cc(Cl)cc12)C1CCCCN1 (centres undefined)	-77*	-89*	-72*	-58*	-82*	-87*	-91*	-84*	.
CNc1c(C#N)c2c(N)ncnc2n1COCCOC	92	101	100	104	98	105	111	96	91
CCOC(=O)C1=C(C)N(c2ccc(OC)cc2)[C@]2(C#N)C(O)=C(Cl)C(Cl)=C(O)[C@]12C#N	103	98	104	104	81	109	106	91	98
O=C1c2ccccc2C(=O)N1c1ccc([N+](=O)[O-])cc1	101	100	110	107	89	98	100	102	99
O=C1Nc2ccccc2C12CC(c1ccc(Cl)cc1)=NN2 (centres undefined)	99	.	108	91	76	106	110	95	.
CC(/C=N\NC(=O)C(=O)N/N=C/C(C)=C/c1ccccc1)=C\c1ccccc1	104	99	106	93	80	92	100	91	99
Cc1ccc2c3c(ccc2c1)C(=O)c1c(ccc2c1N[C@@H]1C[C@H]2O[C@@H](C)[C@@H]1O)C3=O	95	82	107	97	76	90	75	70	70
O=C(NCc1ccccc1)C(c1ccc(OCCBr)cc1)N(C(=O)CCc1ccccc1)C1CC1 (centres undefined)	89	86	.	87	85	86	94	91	95
Cc1ccc(NC(=O)CS(=O)(=O)c2nc3ccccc3nc2C)cc1	94	98	111	99	80	110	108	107	101
O=[N+]([O-])c1ccc(Oc2ccccc2C2CCCCC2)c([N+](=O)[O-])c1	105	101	106	108	83	100	104	80	109
N#Cc1nn(-c2ccc(Cl)cc2)nc1N1CCCCC1	108	106	107	107	118	101	100	99	97
CCOc1cccc(NC2=C(Br)C(=O)C(C)=C(C)C2=O)c1	95	97	119	94	56	94	106	52	101
CC1=NN(c2ccccc2)C(=O)C1O (centres undefined)	104	99	97	106	79	95	110	106	107
COc1ccc(Oc2nc(Nc3ccc(N4CCOCC4)cc3)ncc2NC(=O)c2cccc(OC)c2)cc1	81	91	93	80	78	96	90	86	109
Cc1ccc(Nc2nc(N)nc(Nc3ccc4ccccc4c3)n2)cc1	.	18	78	62	25	46	25	22	53
O=C1OC(c2c[nH]c3ccccc23)=C(Cl)C1Cl (centres undefined)	93	105	104	103	95	101	102	108	104
COc1cc(C2Cc3nc4ccccc4n3C2)cc2c1OCO2 (centres undefined)	96	90	114	86	88	96	94	66	82
CC(=O)Nc1n[nH]c(=S)s1	97	99	i	97	85	111	97	113	92
c1cncc(C2SCCCS2)c1	101	94	109	106	82	110	109	116	101
CCc1ccc2c(c1)C(=O)c1ccccc1C2=O	104	98	103	99	.	106	105	108	100
CCOC(=O)CSc1ncnc2c1c(-c1ccccc1)cn2C1CCCCC1	93	92	104	93	82	105	101	90	101
N#Cc1c(-c2cccs2)nc(NCCO)[nH]c1=O	91	107	110	106	81	99	104	105	99
COc1ccc(/C=C/c2nc(N3CCOCC3)c3cc(F)c(F)cc3n2)cc1OC	57	42	38	45	55	54	28	39	19
COc1ccc(S(=O)(=O)NC2c3ccccc3CC2O)cc1OC (centres undefined)	101	102	100	99	80	94	101	104	98
COc1ccccc1-n1cc(C#N)c(N)c1C(=O)c1ccc(Cl)cc1Cl	-0.8*	17	58	30	-23*	47	23	37	20
CC12CCC3C(CCC4CC(=O)/C(=C\O)CC43C)C1CCC(=O)O2 (centres undefined)	111	100	101	119	98	108	115	100	109
COc1ccccc1/C=N\N=C\c1ccccc1O	93	99	97	94	94	90	91	97	100
Clc1ccc(-c2cnc3c(-c4ccnc(N5CCNCC5)c4)cnn3c2)cc1	-82*	-58*	-43*	3.1*	-69*	-16*	-3.7*	-68*	35
O=[N+]([O-])c1ccc(NN=C2CCCCC2)c([N+](=O)[O-])c1	100	83	.	94	72	75	40	70	75
O=C(C[n+]1ccnc2ccccc21)c1ccc2ccccc2c1	100	113	104	108	77	96	98	98	104
COCOc1ccc2c(=O)c(C)c(C(=O)N[C@@H](Cc3ccccc3)C(=O)C(=O)NCc3ccccc3)oc2c1	105	102	105	99	.	115	102	99	104
Cn1cc(-c2cc(N)n3nc(-c4cn(C)c5ccccc45)cc3n2)c2cc(Br)ccc21	-72*	-72*	-70*	7.2*	-36*	-47*	-60*	-93*	-53*
CCOC(=O)C(Cc1ccccc1)n1c(O)c(C=Nc2ccc(C(=O)OCCN(CC)CC)cc2)sc1=O (centres undefined)	86	96	108	95	100	97	84	104	104
CCOC(=O)c1cn2ncnc(Oc3ccc(NC(=O)NC4CC4)c(F)c3)c2c1C	85	83	110	89	91	95	101	77	99
CN1c2ccnn2CC1c1ccccc1 (centres undefined)	103	98	95	91	105	96	85	94	99
COc1cc(Cl)cc(-c2nn(-c3cccc(NC(=O)Nc4ccc(Cl)c(C(F)(F)F)c4)c3)cc2-c2ccncc2)c1	-1.2*	-48*	18	28	15	23	9.1*	3.4*	-7.5*
CCCCc1nc(Cl)c(C2CC(c3ccc(C(F)(F)F)cc3)=NN2c2ccc(Cl)cc2)[nH]1 (centres undefined)	101	93	101	93	90	90	87	87	85
CCOc1ccc(NC(=S)NC2CCCCCCCCCCC2)cc1	109	91	94	98	95	95	82	78	87
O=C(/C=C/c1cccc([N+](=O)[O-])c1)c1ccc(Nc2nc(Nc3ccc(F)cc3)nc(Nc3ccc(Cl)cc3)n2)cc1	106	81	103	100	106	94	105	97	85
(listing goes on)
SMILES	SF-539	U251	HCC-2998	SNB-19	SNB-75	SF-268	KM12	HCT-116	SF-295
O=C(O)CSCC(=O)Nc1cc(C(F)(F)F)cc(C(F)(F)F)c1	110	102	108	93	92	107	100	113	101
O=c1c2cc(F)ccc2nc(SCc2ccccc2F)n1-c1ccccc1	72	91	95	33	21	74	90	69	69
O=C(/C=C1\C=CN(CCCCCF)c2ccccc21)n1ccc2ccccc21	96	100	102	104	.	98	99	84	96
Cc1ccc(CNC(=O)c2[nH]c3ccccc3c2Cl)cc1	110	92	101	105	124	87	89	108	94
O=C(c1ccccc1)c1ccc2c(c1)CCCC2	98	94	85	98	101	95	102	96	100

Gathered by group: the compounds so far containing a nitro group on carbon
SMILES	SF-539	U251	HCC-2998	SNB-19	SNB-75	SF-268	KM12	HCT-116	SF-295
O=C(O)CCCN1C(=O)/C(=C/c2cn(-c3ccccc3)nc2-c2cccc([N+](=O)[O-])c2)SC1=S	54	36	67	53	92	47	45	45	51
O=C1Nc2c(ccc(Cl)c2Cl)/C1=C/c1ccc([N+](=O)[O-])cc1	95	92	108	81	96	93	110	77	77
O=C(Cn1cc(CN2C(=O)c3ccc([N+](=O)[O-])cc3C2=O)nn1)Nc1ccc(F)cc1	96	104	101	103	98	99	103	107	109
COc1ccc(NC(=O)Cn2cc(CN3C(=O)c4ccc([N+](=O)[O-])cc4C3=O)nn2)cc1	100	100	102	94	74	109	106	109	113
O=[N+]([O-])c1cc(C(F)(F)F)ccc1Sc1ccc(C(F)(F)F)cc1[N+](=O)[O-]	61	84	99	91	86	63	66	11	106
O=C1c2ccccc2C(=O)N1c1ccc([N+](=O)[O-])cc1	101	100	110	107	89	98	100	102	99
O=[N+]([O-])c1ccc(Oc2ccccc2C2CCCCC2)c([N+](=O)[O-])c1	105	101	106	108	83	100	104	80	109
O=[N+]([O-])c1ccc(NN=C2CCCCC2)c([N+](=O)[O-])c1	100	83	.	94	72	75	40	70	75
O=C(/C=C/c1cccc([N+](=O)[O-])c1)c1ccc(Nc2nc(Nc3ccc(F)cc3)nc(Nc3ccc(Cl)cc3)n2)cc1	106	81	103	100	106	94	105	97	85
